# Assay outcomes (PubChem)
# Luc counter = blocks Kinase-Glo luciferase, a counter-screen artifact. Potency, µM (highest dose often 38.3 µM), for inactives: top-dose activity change, negative = inhibition, actives largely listed as inhibitors. 200,000 tested, 0.28% active. Kinase-Glo luciferase, ATP luminescence, 8 min; note: % is set by controls: 0 for no effect and ±100 for the full control effect; nearly all actives have a fitted effect of over 60% in size
#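 Luminescence was the read-out, taken after 8-minute incubation at ambient temperature. Luciferase turned over luciferin with 10 uM ATP in imidazole pH 7.2 buffer containing KCl, MgCl2, Tween 20 and BSA.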
# Tau ThT inhib = blocks human tau fibril formation measured by thioflavin T. P10636. recombinant tau K18 P301L, heparin-induced fibrillization, ThT fluorescence. Potency, µM (doses to about 57.4 µM), for inactives: at the highest dose activity, negative = inhibition, hits mostly inhibitors. 270,000 tested, 2.1% active. AID 1460; note: % is set by controls: 0 for no effect and ±100 for the full control effect; nearly all actives have a fitted effect of over 55% in size
# Target sequence (P10636 561-689 P618L limits assumed): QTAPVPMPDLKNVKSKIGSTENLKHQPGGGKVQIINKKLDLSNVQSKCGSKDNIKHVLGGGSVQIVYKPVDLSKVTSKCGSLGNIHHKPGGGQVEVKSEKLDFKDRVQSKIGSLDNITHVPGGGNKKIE
#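 Fibril formation assay: tau K18 P301L at 15 uM with trace Alexa 594 label, heparin inducer 20 uM, pH 7 sodium acetate buffer, 37 C for 6 hr; endpoint ThT signal.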
# L3MBTL1 block = L3MBTL1 (human) inhibition; Q9Y468; Potency, µM (highest dose often 57.1 µM), for the others: at the top dose activity, negative = inhibition, hits mostly inhibitors; AlphaScreen L3MBTL1–H3K9me1 peptide binding; 230,000 tested, 0.66% active; note: % is set by controls: 0 for no effect and ±100 for the full control effect; nearly all actives have a fitted effect of over 60% in size
#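 Read-out is AlphaScreen signal from streptavidin donor and nickel chelate acceptor beads (10 ug/mL final each) bridging L3MBTL1 (50 nM) and biotinylated K9-monomethylated H3(1-15) peptide (75 nM), after 30 min compound exposure at room temperature.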
# JMJD2E inh = JMJD2E (human) inhibition | AID 2147 | 230,000 tested, 1.6% active | JMJD2E catalytic domain, FDH-coupled NADH fluorescence (FDH is formaldehyde dehydrogenase) | Potency, µM (titrated, usually from 57.1 µM), for inactives: at the top dose activity change, negative = inhibition, hits mostly inhibitors; active = well fitted inhibition curve with a large enough effect, not every such curve was filed as active; inconclusive = small, poorly fitted or top-dose-only effect, or another doubt; inactive = no such curve, though single readings can be large or run the other way;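 note: 0% = wells with enzyme and -100% = buffer wells without enzyme; nearly all actives have a fitted effect of over 50% in size; many of its hits are not listed in these tables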
# Target sequence (B2RXH2 1-337 limits assumed): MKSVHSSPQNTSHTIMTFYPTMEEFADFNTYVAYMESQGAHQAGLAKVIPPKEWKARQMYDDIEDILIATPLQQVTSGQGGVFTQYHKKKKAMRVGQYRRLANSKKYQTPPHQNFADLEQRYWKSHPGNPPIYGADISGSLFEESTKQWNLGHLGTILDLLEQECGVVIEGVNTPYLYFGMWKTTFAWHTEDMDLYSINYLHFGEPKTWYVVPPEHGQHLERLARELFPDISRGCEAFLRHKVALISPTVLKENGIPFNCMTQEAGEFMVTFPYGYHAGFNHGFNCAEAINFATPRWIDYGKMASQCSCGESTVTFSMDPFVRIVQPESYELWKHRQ
# RECQ1 helicase = blocks DNA unwinding by human RECQ1. P46063. RECQ1 DNA unwinding, red fluorescence kinetic read. Potency, µM (doses to about 57.3 µM), inactives show at the top dose activity, negative = inhibition, usual class: inhibitors. 240,000 tested, 0.54% active;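 note: plate controls were vehicle for no effect and no enzyme for full effect; nearly all actives have a fitted effect of over 30% in size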
#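 RECQ1T1 50 nM; forked duplex (20 bp + 30-nt ss tails) 200 nM, ATP 2 mM final; pH 8.0, 2 mM MgCl2, 2.5 ug/ml poly(dI-dC); 15 min compound preincubation; discontinuous kinetic read over 2 h at RT.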
# SMN2 splice enh = enhancers of SMN2 splice variant expression; HEK293 SMN2-luciferase splicing reporter, luminescence, 30-36 h; Potency, µM (highest dose often 46.1 µM), for the others: at the top dose activity change, positive = activation, hits mostly activators; 210,000 tested, 2.8% active; note: % of control where 0% means no effect; nearly all actives have a fitted effect of over 55% in size
#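 HEK293 cells carry an SMN2 […]–luciferase reporter in which exon 7 inclusion puts luciferase in frame. Cells were plated 10-12 h before compound addition, then incubated 30-36 h at 37C. ONE-Glo luminescence was read; sodium butyrate at 4.5 mM final served as control.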
# Lamin A splicing = modulators of lamin A splicing | HeLa LMNA splicing GFP/RFP minigene ratio, 48 h | Potency, µM (titrated, usually from 46.1 µM), for inactives: at the highest dose ratio change, negative = inhibition, actives largely listed as inhibitors | 200,000 tested, 0.01% active | AID 1487; active = well fitted inhibition curve with a large enough effect in the signal ratio, with a control signal flat, not every such curve was filed as active; inconclusive = small, poorly fitted or top-dose-only effect, or effect the other way, or a change in a side signal; the % refers to the signal ratio; note: % is set by controls: 0 for no effect and ±100 for the full control effect
#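 S3 HeLa cells stably expressing lamin A-EGFP splicing minigene plus DsRed2, 600 cells/well, 48 h compound exposure at 37C. Laser-scanning cytometry; analysed as GFP (500-530 nm)/RFP (575-640 nm) total intensity ratio; 0.5% DMSO vehicle.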
# ALDH1A1 block = blocks purified human ALDH1A1 activity; P00352; Purified ALDH1A1, NADH fluorescence, propionaldehyde substrate; Potency, µM (highest dose often 75.3 µM), for inactives: top-dose activity, negative = inhibition, hits mostly inhibitors; 220,000 tested, 7.3% active; AID 1030; active = well fitted inhibition curve with a large enough effect, not every such curve was filed as active; inconclusive = small, poorly fitted or top-dose-only effect, or another doubt; inactive = no such curve, though single readings can be large or run the other way;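 note: plate controls were no enzyme wells and a reference inhibitor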
# Target sequence (P00352 whole entry, looked up): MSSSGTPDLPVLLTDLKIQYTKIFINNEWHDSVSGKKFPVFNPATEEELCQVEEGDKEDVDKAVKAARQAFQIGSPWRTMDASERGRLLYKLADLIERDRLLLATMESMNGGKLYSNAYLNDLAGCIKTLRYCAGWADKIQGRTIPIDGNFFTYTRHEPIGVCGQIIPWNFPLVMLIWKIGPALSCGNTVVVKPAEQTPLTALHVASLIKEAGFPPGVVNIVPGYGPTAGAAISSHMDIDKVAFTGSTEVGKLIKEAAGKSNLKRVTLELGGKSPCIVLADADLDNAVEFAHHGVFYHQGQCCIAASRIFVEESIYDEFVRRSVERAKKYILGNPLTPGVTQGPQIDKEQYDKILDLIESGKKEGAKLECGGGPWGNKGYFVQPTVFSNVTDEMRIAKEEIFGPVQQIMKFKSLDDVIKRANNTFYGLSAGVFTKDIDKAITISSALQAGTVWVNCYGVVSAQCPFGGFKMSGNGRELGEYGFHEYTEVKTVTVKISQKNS
# Numbers without * were called inactive; i = inactive; ? = inconclusive; / = not tested or not shown; & = joins results of further samples; [ ] = dose if it differs, or a comment. Unless noted, calls come from the whole dose curve; as a rule, active = well fitted curve in the direction sought with a large enough effect; inconclusive = small, poorly fitted or top-dose-only effect, or another doubt; inactive = no such curve, though single readings can be large; an effect the other way counts as inactive or inconclusive. Potency is the fitted concentration of half-maximal effect. Not all compounds are listed; rates above refer to the full screens.
SMILES,Luc counter,Tau ThT inhib,L3MBTL1 block,JMJD2E inh,RECQ1 helicase,SMN2 splice enh,Lamin A splicing,ALDH1A1 block
CCCNS(=O)(=O)c1ccc(OCC(=O)NCc2ccc3c(c2)OCO3)cc1,3%,-4%,/,9%,1%,15%,-1%,19%
COc1ccccc1N(CC(=O)N/N=C/c1c(O)ccc2ccccc12)S(C)(=O)=O,2%,-3%,-14%,?,-4%,-101%,?,0%
CCOc1ccc(C(=O)NCc2ccccn2)cc1,12%,-10%,0%,4%,-1%,8%,0%,8%
CN(C)CCCNC(=O)c1ccc(Cl)c(S(=O)(=O)N(C)c2ccccc2)c1,3%,2%,/,-4%,i,4%,5%,-3%
CCc1nn2cc(C(=O)c3cc(Cl)ccc3O)cnc2c1-c1ccc(F)cc1,3%,?,-17%,-1%,-14%,-32%[inhibitor],?,-8%
COCCN1C(=O)N[C@@H](c2ccc(Br)cc2)C(C(=O)OC)=C1C,-1%&1%,-11%&-6%,-1%,-3%&10%,6%&-10%,5%&-51%,?,8%&1%
C=CCn1c(SCC(=O)NC(=O)c2cccc([N+](=O)[O-])c2)nnc1-c1ccccc1F,24%,-1%,6%,-11%,-2%,-2%,1%,-2%
CN(Cc1cccs1)CC(O)COCc1ccco1 (stereo not given),-3%,-5%,-5%,5%,-4%,-5%,-9%,-7%
Oc1ccc(N=Nc2n[nH]c(-c3ccc(Cl)cc3)n2)cc1,7%,1.8µM*,-6%,-15%,-10%,20µM*,?,8%
CCC(=O)N1c2ccccc2-c2nnc(SC)nc2OC1c1ccc(OC)c(OC)c1 (stereo not given),-4%,-7%,-3%,2%,-10%,7%,-6%,1%
O=C(O)c1ccc(/C=N/Nc2nnnn2-c2ccccc2)cc1,-1%,-1%,?,-2%,-11%,15%,6%,?
CCOC(=O)c1cn2nc(Oc3ccc(C)cc3)ccc2n1,/,-8%,-15%,-1%,4%,/,/,/
Cc1ccc(-n2nc3ccc(NC(=O)C(C)C)cc3n2)cc1,3%,-10%,1%,?,10%,2.2µM*,?,?
C=COC(=O)CSc1nc(-c2cccs2)ccc1C#N,/,?,38%[activator],?,-17%,/,?,?
CCOC(=O)N1CCN(C(=O)c2ccc(N(C)S(C)(=O)=O)cc2)CC1,2%,-6%,-1%[11.4 µM],5%,i,19%,1%,5%
CC(=O)OC1=C(C#N)Cn2ccc3cccc1c32,0%,-6%,1%,?,12%,8%,11%,?
COC(=O)c1cc(NC(=S)Nc2cc(Cl)cc(Cl)c2)cc(C(=O)OC)c1,2%,-5%,13%,6%,7%,-65%[inhibitor],5%,?
CCc1nnc2n1N=C(c1ccc(-c3cc(Cl)ccc3Cl)o1)CS2,0%,?,-15%,5%,-10%,-9%,12%,6%
c1ccc2sc(Cc3nnc4n3CCCCC4)nc2c1,-2%,1%,6%,-2%,4%,-1%,-2%,11%
Cn1c(O)c(C=Nc2ccc(Cc3ccncc3)cc2)c(=O)n(C)c1=O,-6%,-8%,/,1%,-14%,?,6%,1%
Cc1cc(-n2c(C)c3c(C)nnc(C)c3c2C)ccc1N,/,?,-8%,?,-2%,/,/,-3%
Clc1ccc(N2CCOCC2)nn1,1%,-9%,/,-3%,-4%,-16%,/,9%
Cc1cc(C)c2cc(CN(CCN(C)C)C(=O)Nc3ccccc3Cl)c(=O)[nH]c2c1,1%,-17%,-3%,?,-12%,/,-22%[46 µM],?
O=C(CN1CCSCC1)N/N=C/c1ccc(Cl)cc1,1%,-11%,9%,?,i,-5%,-10%[9.22 µM],?
CC(C)(C)N(Cc1cc2ccccc2[nH]c1=O)C(=O)c1cccc([N+](=O)[O-])c1,/,-9%,1%,8%,-3%,/,/,/
# Remaining list, next part
SMILES,Luc counter,Tau ThT inhib,L3MBTL1 block,JMJD2E inh,RECQ1 helicase,SMN2 splice enh,Lamin A splicing,ALDH1A1 block
COCCn1c(-c2ccc(C)cc2)nc2oc3cc(OC)ccc3c(=O)c2c1=O,/,-9%,14%,?,-7%,/,/,/
O=C(NCCCN1CCOCC1)C(=O)N/N=C/c1ccccc1Cl,/,-4%,52%[activator],1%,-1%,/,/,/
C=CCN(CC=C)Cc1nc(N)nc(Nc2ccccc2C)n1,0%,-6%,-15%,-5%,-3%,19%,-3%[46 µM],-4%
CC(C)[C@H](NC(=O)C1(c2ccccc2)CCN(C(=O)OC(C)(C)C)CC1)C(=O)O,/,-6%,-2%,-8%,-5%,/,6%,5%
Cc1cc(N2CCC(C(=O)NCC3CC3)CC2)nc(-c2ccccc2)n1,2%,-7%,/,-2%,-5%,-1%,-12%,-2%
CNC(=O)COC(=O)c1ccccc1NC(=O)c1ccco1,/,-15%,-1%,-25%,-4%,/,/,?
CCCN1C(=O)/C(=c2\s/c(=C3\C=Cc4ccccc4N3CC)c(=O)n2-c2ccccc2)SC1=S,-6%,-2%,1%,-1%,-4%,-6%,-2%,-28%
Fc1ccc(C2CC(c3ccc(F)cc3)n3ncnc3N2)cc1 (stereo not given),-3%,6%,2%,-8%,i,12%,9%,4%
N#CCCCN1C(=O)C(=C(C#N)C#N)c2ccccc21,-6%,32µM*,-1%,-4%,-2%,/,-16%[46 µM],0.79µM*
Cc1noc(C)c1COC(=O)CCc1ccc(S(=O)(=O)N2CCCCC2)cc1,0%,-4%,5%,-2%,i,13%,-2%,?
Cc1cc(=O)[nH]c(NN=C(CC(C)C)CC(C)C)n1,1%,-13%,12%,?,-2%,-21%,?,-30%
COc1ccc(/C=C(\NC(=O)c2ccccc2)C(=O)N/N=C/c2sccc2C)cc1,0%,-17%,-1%,?,-9%,7%,-19%,?
COC(=O)N(C)c1ccccc1C(=O)N1CCOCC1,-2%,4%,1%,1%,-5%,-14%,7%,2%
CC(C)(C)NC(=O)C(=O)NN=C1CCCCCCCCCCC1,4%,-5%,/,190%[activator],-10%,-2%,-3%[46 µM],-11%
CSCCC1NC(=O)N(CC(=O)Nc2c(C(C)C)cccc2C(C)C)C1=O (stereo not given),0%,-4%,5%,1%,i,-7%,/,3%
Cc1cccc(Cn2cnc3c(nnn3Cc3ccc(Cl)cc3)c2=O)c1,1%,5%,2%,17%,15%,-11%,2%,18%
O=C(NCCO)Nc1ccc2nsnc2c1,3%,4%,?,?,i,-2%,-14%[46 µM],?
CCOC(=O)c1sc2ccccc2c1OC(=O)c1ccccc1OC,/,?,32%[activator],-8%,-13%,/,?,3%
C=C1C(=O)O[C@@H]2[C@@H]1CC/C(C)=C\CC[C@@]1(C)O[C@H]21,-1%[17.1 µM],/,/,1%[25.5 µM],-1%[25.9 µM],-18%[20.6 µM],?,10µM*
COc1ccc(C(=O)OCC(=O)NCC2CCCO2)cc1S(=O)(=O)N1CCCc2ccccc21 (stereo not given),3%,2%,-5%,0%,i,13%,3%[46 µM],8%
CCOC(=O)CCP(=O)(O)C(O)c1ccc(OC)cc1 (stereo not given),-1%,3%,5%,0%,2%,-1%,-3%,-3%
Cc1ccc(SC(C)C(=O)NCC(C)C)cc1 (stereo not given),1%,3%,/,4%,0%,13%,-9%,4%
CCCCNC(=O)Nc1ncn[nH]1,/,-14%,-5%,4%,-11%,/,/,/
COc1ccc(CCCc2nnc(SCC(=O)N/N=C\c3ccc(O)c(OC)c3)o2)cc1C,0%,?,-9%,1%,3%,4%,19%,-10%
COc1ccc(OCC(=O)Nc2ccc(S(=O)(=O)N3CCOCC3)cc2)cc1,5%,12%,/,-1%,-18%,?,-8%,-10%

# Complete entries, quoted from the list.
# Record of COCCN1C(=O)N[C@@H](c2ccc(Br)cc2)C(C(=O)OC)=C1C : Luc counter: -1%&1%; Tau ThT inhib: -11%&-6%; L3MBTL1 block: -1%; JMJD2E inh: -3%&10%; RECQ1 helicase: 6%&-10%; SMN2 splice enh: 5%&-51%; Lamin A splicing: ?; ALDH1A1 block: 8%&1%
# Record of CCC(=O)N1c2ccccc2-c2nnc(SC)nc2OC1c1ccc(OC)c(OC)c1 (stereo not given) : Luc counter: -4%; Tau ThT inhib: -7%; L3MBTL1 block: -3%; JMJD2E inh: 2%; RECQ1 helicase: -10%; SMN2 splice enh: 7%; Lamin A splicing: -6%; ALDH1A1 block: 1%

# Among those listed so far, these contain a tert-butyl group:
SMILES,Luc counter,Tau ThT inhib,L3MBTL1 block,JMJD2E inh,RECQ1 helicase,SMN2 splice enh,Lamin A splicing,ALDH1A1 block
CC(C)(C)N(Cc1cc2ccccc2[nH]c1=O)C(=O)c1cccc([N+](=O)[O-])c1,/,-9%,1%,8%,-3%,/,/,/
CC(C)[C@H](NC(=O)C1(c2ccccc2)CCN(C(=O)OC(C)(C)C)CC1)C(=O)O,/,-6%,-2%,-8%,-5%,/,6%,5%
CC(C)(C)NC(=O)C(=O)NN=C1CCCCCCCCCCC1,4%,-5%,/,190%[activator],-10%,-2%,-3%[46 µM],-11%

# (cont.)
SMILES,Luc counter,Tau ThT inhib,L3MBTL1 block,JMJD2E inh,RECQ1 helicase,SMN2 splice enh,Lamin A splicing,ALDH1A1 block
O=S(=O)(c1ccc(C2CCCCC2)cc1)N1CCCC1,11%,-9%,21%,-2%,i,-25%,?,-8%
COC(=O)N1CCC2(CC1)CN(c1ccccn1)C2,-5%,/,/,/,-8%,-7%,/,?
CCCNCc1cc(OCC)c(OCC(=O)Nc2ccccc2)cc1Br,-1%,1%,1%,10%,-17%,12%,/,1%
CCN(CC)S(=O)(=O)c1ccc2nc(NC(=O)c3ccco3)sc2c1,-2%,-3%,/,?,-2%,12%,15%[46 µM],-14%
O=C(Nc1cccc2ccccc12)/C(=C/c1ccc([N+](=O)[O-])cc1)NC(=O)c1ccccc1,0%,?,-2%,-5%,-1%,-14%,0%,-4%
Cc1cc(-n2c(C)cc(C(=O)CN3C(=O)NC4(CCCCCC4)C3=O)c2C)no1,-3%,-12%,-9%,-2%,i,-3%,-3%,4%
Cc1sc(NC(=O)CSc2nnc3scc(-c4ccccc4)n23)c(C#N)c1C,-1%,-14%,/,-1%,-8%,48%,8%,11%
